RPL19A TOR yeast = yeast TOR pathway RPL19A-GFP modulation; S. cerevisiae RPL19A-GFP strain, flow cytometry, 3 h; hits give low values; percent response vs DMSO, % at 10 µM; hit rate 0.3% among 330,000;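 active = percent response vs DMSO below 50%; inconclusive = fewer than 70 events counted for the yeast strain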;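 note: median channel GFP fluorescence of the barcoded RPL19A-GFP strain; ratio of sample median GFP to plate DMSO average so 100% = DMSO; lower means less RPL19A-GFP as with rapamycin TOR inhibition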
LAP4 TOR yeast = modulators of TOR pathway LAP4-GFP in S. cerevisiae. hit rate 0.34% among 320,000. GFP response vs DMSO, % at 10 µM. S. cerevisiae LAP4-GFP multiplex, flow cytometry GFP, 3 h; median GFP as percent of DMSO wells;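 active = GFP response vs DMSO above a set limit, about the screen mean plus 3 SD, cut at about 150% in these data; inconclusive = under 70 cell events counted for the yeast strain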
VLA-4 inh = inhibition in a human VLA-4 binding assay. VLA-4 expressing cells, ligand binding flow cytometry. inhibition, % (about 7 µM as worked out from the volumes in the protocol). hit rate 0.2% among 330,000. AID 2557; in the data active = inhibition above about 50%
AGP1-GFP MLPCN = alters AGP1-GFP fluorescence in TOR pathway yeast screen. S. cerevisiae AGP1-GFP multiplex flow cytometry, 3 h; GFP as percent of DMSO wells. GFP response vs DMSO, % at 10 µM. hit rate 0.02% among 320,000. AID 2066;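 active = GFP response relative to DMSO above a set limit, near screen average plus 3 SD, cut at about 150% in these data; inconclusive = fewer than 70 cells counted for the yeast strain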;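 note: median GFP channel fluorescence of the gated AGP1 strain per well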
GRK2 aptamer HTS = blocks RNA aptamer binding to human GRK2; AID 488847; P25098; inhibition of aptamer binding, % at 10 µM; bead flow cytometry, FAM-aptamer displacement from GRK2; hit rate 0.59% among 330,000;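 active = inhibition of aptamer binding above 40%, roughly 3 SD of noise, on plates passing a quality check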;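 note: median bead fluorescence of bound FAM aptamer so fluorescent compounds give negative values; no value below 0 was filed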
Target sequence (P25098 whole entry, looked up): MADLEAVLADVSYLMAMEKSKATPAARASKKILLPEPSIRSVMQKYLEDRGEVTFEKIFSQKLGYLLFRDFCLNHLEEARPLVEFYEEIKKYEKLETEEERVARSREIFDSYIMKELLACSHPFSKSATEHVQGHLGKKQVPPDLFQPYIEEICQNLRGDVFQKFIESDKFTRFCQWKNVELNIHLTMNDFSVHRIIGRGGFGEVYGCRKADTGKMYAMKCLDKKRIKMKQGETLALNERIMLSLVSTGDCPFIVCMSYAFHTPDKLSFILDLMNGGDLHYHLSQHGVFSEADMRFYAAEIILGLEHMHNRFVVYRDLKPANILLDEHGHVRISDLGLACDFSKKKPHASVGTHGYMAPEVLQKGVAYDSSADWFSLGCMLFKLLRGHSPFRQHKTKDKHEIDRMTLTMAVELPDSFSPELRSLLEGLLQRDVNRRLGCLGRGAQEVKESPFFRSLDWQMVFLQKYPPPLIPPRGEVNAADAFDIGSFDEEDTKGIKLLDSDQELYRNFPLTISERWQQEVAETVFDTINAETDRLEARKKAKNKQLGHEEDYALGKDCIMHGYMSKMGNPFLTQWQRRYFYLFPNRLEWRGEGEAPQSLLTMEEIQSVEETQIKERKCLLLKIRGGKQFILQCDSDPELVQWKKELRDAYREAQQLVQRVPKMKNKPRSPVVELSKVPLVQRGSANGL
CIT2 TOR yeast = modulators of TOR pathway CIT2-GFP in S. cerevisiae | S. cerevisiae CIT2-GFP strain, flow cytometry, 3 h; 100 means same as DMSO wells | GFP response vs DMSO, % at 10 µM | hit rate 0.065% among 320,000 | AID 2029;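 active = GFP response relative to DMSO above a set limit, near the screen mean plus 3 SD, cut at about 150% in these data; inconclusive = Fewer than 70 cells measured for a yeast strain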;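 note: ratio of well median GFP fluorescence to mean of DMSO wells on the plate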
MEP2-GFP yeast = yeast TOR pathway MEP2-GFP modulation. hit rate 0.51% among 330,000. S. cerevisiae MEP2-GFP strain, flow cytometry GFP, 3 h; 100% = DMSO control level. GFP response vs DMSO, % at 10 µM. AID 2016;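 active = GFP response versus DMSO above a set limit, roughly screen mean plus 3 SD, cut at about 180% in these data; inconclusive = fewer than 70 cells counted for a yeast strain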;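 note: median GFP fluorescence of the barcode-gated MEP2-GFP cells per well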
JMJD2C inh = blocks human GASC-1 demethylase activity. hit rate 0.069% among 330,000. inhibition, % at 2.35 µM. GST-JMJD2C(1-420) H3K9me3 demethylation, DELFIA europium;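 active = more than half of a compound's replicate wells show inhibition beyond 50%, single wells judged on their own value; inconclusive = some, but no more than half, of replicates pass 50% inhibition; inactive = no replicate passes 50% inhibition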;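 note: signal counts dimethyl H3K9 product captured on neutravidin plate; 0% = median of DMSO wells and 100% = 0.3 times that DMSO median; strong numbers were not always called active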
Target sequence (Q9H3R0 1-420 limits assumed): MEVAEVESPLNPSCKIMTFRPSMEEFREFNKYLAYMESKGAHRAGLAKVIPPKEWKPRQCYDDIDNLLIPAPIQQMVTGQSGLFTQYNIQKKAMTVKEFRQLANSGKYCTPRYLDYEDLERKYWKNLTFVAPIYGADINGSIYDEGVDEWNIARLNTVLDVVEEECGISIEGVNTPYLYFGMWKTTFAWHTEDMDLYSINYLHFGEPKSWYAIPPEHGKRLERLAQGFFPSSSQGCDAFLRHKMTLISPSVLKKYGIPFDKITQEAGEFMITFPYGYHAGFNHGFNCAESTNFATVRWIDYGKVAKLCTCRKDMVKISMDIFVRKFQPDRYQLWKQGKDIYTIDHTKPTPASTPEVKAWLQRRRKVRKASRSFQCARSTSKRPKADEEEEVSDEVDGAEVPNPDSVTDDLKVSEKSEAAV
An asterisk follows results filed as active; ? = inconclusive; nt = not tested or not shown; & = joins results of further samples; [ ] = remark or other dose.

SMILES	RPL19A TOR yeast	LAP4 TOR yeast	VLA-4 inh	AGP1-GFP MLPCN	GRK2 aptamer HTS	CIT2 TOR yeast	MEP2-GFP yeast	JMJD2C inh
COC(=O)c1ccc(S(=O)(=O)N2CCC(O)CC2)n1C	103	105	19	105	2	101	109	-1
CSc1nc(=S)n(Cc2ccccc2)c(C)c1C(C)=O	97	96	-1	95	0	86	100	-2
Cc1ccccc1C(=O)NC1CCN(C(=O)N2CCOCC2)CC1	84	92	4	nt	0	90	94	0
Cc1ccc(NC(=O)C2CC(=O)NC(Nc3cccc(C)c3)=N2)cc1 (centres undefined)	86	78	12	85	0	89	88	1
CCC(=O)c1ccc(Oc2ccc(C(=O)c3ccc(C)cc3)cc2[N+](=O)[O-])cc1	100	93	12	96	2	94	100	7
CC(=O)CSc1nnc(Cc2ccc([N+](=O)[O-])cc2)o1	101	108	-4	103	5	109	105	1
Cc1cc(C)cc(NC(=O)CSc2cc(C(=O)c3nccn3C)c3ccccc3n2)c1	106	96	20	104	0	107	103	4
CCOc1cc(CNCCO)cc(Br)c1OCc1ccccc1Cl	95	94	24	96	0	104	96	-13
CCCCn1c(N)c(N(CC(C)C)C(=O)CSc2nnc(C)n2-c2ccc(OC)cc2)c(=O)[nH]c1=O	100	109	9	106	2	102	101	-1
Cc1ccc(-c2csc3ncnc(N4CCc5ccccc5C4)c23)cc1	98	98	-9	96	0	89	98	3
C#CCOCCOCCOCCNc1nc(N2CCOCC2)nc(N2CCN(C(=O)[C@H]([C@@H](C)CC)n3cc([C@@H](N)CO)nn3)CC2)n1	109	113	-8	102	5	117	95	-1
O=C1C=C(N2CCOCC2)C2(CCCCC2)O1	95	101	11	95	0	100	101	-5
CCn1c(SCC(=O)N2CCCC2)nnc1-c1ccco1	94	88	5	94	47*	94	98	0
COc1cc(S(=O)(=O)NC(C)C)ccc1Cl	101	104	16	103	2	107	106	-2
CS(=O)(=O)Nc1cccc(-c2cnc3ccccc3n2)c1	105	93	15	98	0	104	104	4
CC(=O)n1c(=O)oc2ccccc21	101	96	0	108	0	116	102	0
OCCC1CN(Cc2cccs2)CCN1Cc1ccccc1 (centres undefined)	105	107	12	98	0	100	109	-17
COC(=O)C1=C(C)NC(=O)NC1c1cc(Cl)ccc1OC (centres undefined)	101	98	7	101	1	96	104	5
O=c1[nH]c2ccccc2c(O)c1Cc1ccccc1	97	89	9	94	2	89	94	-14
O=C(Nc1ccncc1)c1ccc(Cl)c(S(=O)(=O)N2CCc3ccccc32)c1	97	104	45	105	0	98	99	-1
CC(=O)c1cnc(Nc2nc(C)c3ccc(C)cc3n2)nc1C	104	97	6	105	0	104	111	-7
Cc1ccc(N2CCN(C(=O)c3ccccc3NC(=O)/C=C\C(=O)O)CC2)cc1	99	95	9	103	1	96	98	15
COC(=O)CCC/C=C1\SC[C@@H](NC(=O)c2ccccc2)C1NC(C)=O (some centres undefined)	104	94	2	99	1	102	105	9
Cn1c(/C=C/c2ccc(Cl)cc2)c([N+](=O)[O-])c(=O)n(C)c1=O	103	92	10	99	2	95	96	9
CCCN1C2=NS(=O)(=O)CCN2c2ccccc21	nt	85[may fluoresce violet]	1	31[may fluoresce violet]	3	?	260*[may fluoresce violet]	-23
Further entries follow:
SMILES	RPL19A TOR yeast	LAP4 TOR yeast	VLA-4 inh	AGP1-GFP MLPCN	GRK2 aptamer HTS	CIT2 TOR yeast	MEP2-GFP yeast	JMJD2C inh
Cc1cccc(NC(=O)CN2C(=O)/C(=C3\SC(=S)N(CC4CCCO4)C3=O)c3ccccc32)c1 (centres undefined)	103	92	5	104	0	105	105	-1
O=C(O)C(O)C(O)c1nc2ccccc2[nH]1 (centres undefined)	102	106	-8	110	1	114	109	8
Cc1ccc(CNC(=O)CN(c2cccc([N+](=O)[O-])c2)S(C)(=O)=O)cc1	91	109	-6	94	4	73	102	-11
Cc1cc(NCCCn2ccnc2)n2nc(-c3ccc(F)cc3)cc2n1	98	107	-1	98	0	106	104	0
CC1CN(S(=O)(=O)c2cccc(C(=O)OC(C)C(=O)NC3CCCCC3C)c2)CC(C)O1 (centres undefined)	96	90	2	95	3	92	93	-17
CN(Cc1ccccc1)C(=O)CCn1c(=O)c2cccn2c2cccnc21	106	111	2	102	0	100	100	5
CC(=O)c1ccc2c(c1)Cc1cc(C(C)=O)ccc1-2	98	101	3	90	0	92	99	6
CCOC(=O)Cn1c(-c2nonc2NC(=O)c2ccccc2F)nc2ccccc21	102	93	-18	97	0	105	109	9
CCOC(=O)c1cc(C)sc1NC(=O)CSc1nnnn1C	103	96	1	98	0	98	91	7
Cc1cc(C(=O)N/N=C/c2ccc(-c3ccccc3Cl)o2)n[nH]1	106	95	3	104	0	103	99	8
Cc1ccc(Oc2nc(-c3ccccc3)ncc2S(=O)(=O)c2ccc(C)cc2)cc1	91	93	-6	98	0	100	98	-12
COc1ccc(NS(=O)(=O)c2cc(NC(=O)c3ccc(=O)[nH]n3)ccc2C)cc1	92	103	15	95	5	88	92	-5
Cc1ccc(C2C3=C(CCCC3=O)N=C3c4ccccc4C(=O)C32)cc1 (centres undefined)	97	120	8	104	0	92	109	-4
O=C(NCCCN1CCCC1=O)c1cccc(N2CCCC2=O)c1	105	104	-2	104	3	98	102	22
N#Cc1cnc(SCC(=O)c2ccccc2)nc1N	100	100	-25	107	0	110	99	7
COc1ccc(C(C(=O)NC2CCCC2)N(C(=O)c2ccoc2C)c2ccc(C)cc2)cc1 (centres undefined)	93	93	1	93	0	95	97	-8
CCOc1ccc2nc(/N=C/c3c(C)[nH]n(-c4ccccc4)c3=O)sc2c1	105	98	11	98	3	100	105	-1
CCOc1cc(/C=C2\N=C(SC(C)C(N)=O)N(c3ccc(OC(F)F)cc3)C2=O)ccc1O (centres undefined)	103	78	-39	86	4	105	101	1
Cc1cc2ccccc2c(=O)[nH]1	95	101	-24	97	3	97	95	6
Cc1csc(SCC(=O)NCc2cccs2)n1	106	99	-6	105	0	98	108	14
CCOC(=O)C(=O)NCC(c1cccs1)S(=O)(=O)c1ccc(Cl)cc1 (centres undefined)	102	91	0	94	1	95	99	-3
COc1cc(CN2CCN(S(=O)(=O)c3ccc(F)cc3)CC2)cc(OC)c1OC	98	94	0	98	0	94	98	6&0
CCOc1ccc(-c2nnc(NC(=O)CCCOc3cccc(C)c3)o2)cc1	96	94	-12	96	3	106	95	11
CCOC(=O)c1cc(S(=O)(=O)N2CCC(C)CC2)cn1C	106	113	19	112	0	100	106	3
Cc1ccc2nc(SCC(=O)Nc3ccc(C)c([N+](=O)[O-])c3)[nH]c2c1	104	96	13	103	4	102	104	4
Remaining list, next part
SMILES	RPL19A TOR yeast	LAP4 TOR yeast	VLA-4 inh	AGP1-GFP MLPCN	GRK2 aptamer HTS	CIT2 TOR yeast	MEP2-GFP yeast	JMJD2C inh
CCn1c(SCc2nc(-c3ccccc3)no2)nnc1-c1ccco1	93	99	-7	94	0	91	94	17
COc1ccc(-c2cc(C(=O)NN)n(-c3ccccc3)n2)cc1	99	100	1	90	0	89	100	1
COCCN(C(=O)COC(=O)c1ccc2c(c1)OCCO2)c1c(N)n(Cc2ccccc2)c(=O)[nH]c1=O	104	118	5	110	0	96	100	1
CCc1nnc(NS(=O)(=O)c2ccc(NC(=O)/C=C/c3ccccc3Cl)cc2)s1	96	103	3	101	5	98	93	9
COc1ccc(OC)c(S(=O)(=O)N2CCC(C(=O)N3CCCCCC3)CC2)c1	102	98	-11	102	0	108	107	7
COC(=O)c1ccc2c(c1)NC(=O)C(N1CCCCC1)S2 (centres undefined)	100	118	0	103	5	101	113	2
CC(C)(C)NC(=O)NC(=O)COC(=O)C1CCN(S(=O)(=O)c2cccs2)CC1	106	123	-3	112	0	108	116	nt
CC(=O)N/C(=C\c1cccc([N+](=O)[O-])c1)C(=O)NC(C)C	98	91	-7	100	1	98	94	2
CC(=O)Nc1ccc(S(=O)(=O)NC(C)c2ccncc2)cc1 (centres undefined)	88	86	14	26	0	59	102	nt
COc1ccc(Br)cc1C(=O)Nc1ccc(C(=O)O)cc1	97	136	-2	66	1	75	88	-8
Cc1cc(C)c(S(C)(=O)=O)c(S(=O)c2ccc(Cl)cc2)n1 (centres undefined)	90	88	7	nt	5	87	83	-7
O=C(c1ccccc1NS(=O)(=O)c1ccc(F)cc1)N1CCc2ccccc21	99	81	14	92	0	92	103	-3
COC(=O)c1ccn(C(=O)c2ccc(Cl)cc2)n1	106	108	5	105	0	101	106	-3
O=C(COC(=O)Cc1ccc(Cl)cc1)NCc1ccc(F)cc1	99	101	7	97	0	91	98	nt
COc1ccc(C2CC(=O)c3cnc(N4CCc5ccccc54)nc3C2)c(OC)c1 (centres undefined)	88	94	5	96	1	90	101	-7
CN(C)CCN(Cc1ccccc1)c1ccccn1	96	105	2	83	0	82	91	-6&-20
O=C(Cc1cccs1)Nc1nnc(CCc2ccccc2)s1	91	nt	3	89	3	80	89	3
CS(=O)(=O)c1cccc(-c2nnc(NC(=O)c3ccc4ncsc4c3)o2)c1	96	101	9	100	0	96	97	14
CC(C)(C)NC(=O)CN(C(=O)CN1C(=O)C(=O)c2ccccc21)C(C)(C)C	94	95	5	98	3	99	102	-10
COc1ccc(NC2CCCN(C(=O)CN3CCOC3=O)C2)cc1OC (centres undefined)	98	93	-118	98	0	98	104	-8
Cc1cccc(NC(=O)NC2CCCCCCC2)c1C	110	74	4	93	1	94	98	-1
N#Cc1c(NC(=O)c2ccc(Br)o2)n(-c2ccccc2)c2nc3ccccc3nc12	101	95	-38	99	0	92	105	-3
COc1cc(/C=N/N2CCN(c3ccccc3OC)CC2)ccc1O	102	91	-3	104	4	107	105	44
O=C(CSc1nc2ccccc2c(=O)n1NC(=O)c1ccccc1)c1ccc(Cl)cc1	102	110	-2	103	3	87	99	-8
CCc1ccc(C(=O)OCC(=O)Nc2cccc(S(=O)(=O)NC3=NCCCCC3)c2)cc1	106	103	-22	100	0	105	108	-9

Entries shown so far with bromine:
SMILES	RPL19A TOR yeast	LAP4 TOR yeast	VLA-4 inh	AGP1-GFP MLPCN	GRK2 aptamer HTS	CIT2 TOR yeast	MEP2-GFP yeast	JMJD2C inh
CCOc1cc(CNCCO)cc(Br)c1OCc1ccccc1Cl	95	94	24	96	0	104	96	-13
COc1ccc(Br)cc1C(=O)Nc1ccc(C(=O)O)cc1	97	136	-2	66	1	75	88	-8
N#Cc1c(NC(=O)c2ccc(Br)o2)n(-c2ccccc2)c2nc3ccccc3nc12	101	95	-38	99	0	92	105	-3

(more compounds)
SMILES	RPL19A TOR yeast	LAP4 TOR yeast	VLA-4 inh	AGP1-GFP MLPCN	GRK2 aptamer HTS	CIT2 TOR yeast	MEP2-GFP yeast	JMJD2C inh
Clc1cc(NCc2ccccc2)ncn1	98	122	19	82	1	67	97	0
Cc1cc(C)cc(NC(=O)c2ccc(S(=O)(=O)N(C)CC3CCCO3)cc2)c1 (centres undefined)	100	93	6	83	1	94	96	7
CCNC(=O)c1cc(Cl)ccc1OC	99	90	19	93	0	92	99	4
NCC(c1ccccc1)(c1ccccc1)c1ccccc1	104	95	14	105	0	107	100	16
Cc1cc(=O)oc(C)c1C(=O)N[C@@H]1CCCCNC1=O	90	85	15	89	2	84	89	6
COc1ccc(C(=O)N(C)Cc2ccc(C)o2)cc1OC1CCN(C(C)C)CC1	94	84	6	87	1	86	91	1
CCCN1C(=O)C(O)(c2c(C)[nH]c3ccccc23)c2ccccc21 (centres undefined)	96	101	15	97	0	91	102	-3
CCC(=O)N(CC)c1nc(-c2cc(OC)ccc2OC)cs1	96	103	9	97	0	101	102	-2
COc1ccc(CCC(=O)OCC(=O)NCc2ccccc2)cc1	95	91	6	94	0	92	96	12
CCSC1=N/C(=C\c2ccc(C)s2)C(=O)S1	97	89	6	96	0	95	97	-8

Compound activity as filed in PubChem BioAssay.
